Shiga toxin inh: Shiga toxin inhibition. Vero cells, Shiga toxin protein synthesis inhibition reporter. inhibition, % at 38.7 µM. 290,000 tested, 9.2% active. AID 2315; in the data active = inhibition mostly above about 28%, no sharp cut-off; inactive = mostly below about 43%; note: 0% is about no effect
TbPYK inhibitor: blocks Trypanosoma brucei pyruvate kinase; Q57TT1; Potency, µM (doses to about 76.8 µM), for the others: at the highest dose activity, negative = inhibition, actives largely listed as inhibitors; TbPYK enzyme, Kinase-Glo Plus ATP luminescence, 45 min; AID 624173; 410,000 tested, 0.12% active; note: potency is the fitted concentration of half-maximal effect; % is set by controls: 0 for no effect and ±100 for the full control effect; nearly all actives have a fitted effect of over 50% in size
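Activity of T. brucei pyruvate kinase was followed by Kinase-Glo Plus luminescence after the enzyme reacted 45 min at room temperature with 130 uM ADP (final) and substrate. Test compounds were added before ADP at multiple concentrations.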
Pf growth 96h: inhibits malaria parasite growth, 96 h; 320,000 tested, 6.9% active; P. falciparum luciferase reporter growth, 96 h; Potency, µM (doses to about 28.7 µM), for inactives: at the highest dose activity change, negative = inhibition, actives largely listed as inhibitors; note: potency is the fitted concentration of half-maximal effect; % is set by controls: 0 for no effect and ±100 for the full control effect
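Two-generation exposure (96 h) targets delayed-death phenotype. Reporter parasites carrying integrated firefly luciferase, in red cells at 2% hematocrit and 0.05% parasitemia final, kept at 37 C, 5% CO2; luminescence loss indicates inhibition.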
Cycloheximide cs: affects cycloheximide protein synthesis inhibition readout, counter-screen; cell reporter, cycloheximide protein synthesis inhibition counterscreen; max response, %; 300,000 tested, 12% active; in the data active = max response mostly above about 13%, no sharp cut-off; inactive = mostly below about 14%; note: read at 38.3 µM for the half of the compounds with a filed dose; 0% is about no effect
LmPK inh: blocks Leishmania mexicana pyruvate kinase activity | Q27686 | purified LmPK, Kinase-Glo ATP luminescence, 1 h | Potency, µM (top dose mostly 57.5 µM), for inactives: at the highest dose activity change, negative = inhibition, hits mostly inhibitors | 290,000 tested, 0.37% active | AID 1721; note: potency is the fitted concentration of half-maximal effect; % is set by controls: 0 for no effect and ±100 for the full control effect
Target sequence (Q27686 whole entry, looked up): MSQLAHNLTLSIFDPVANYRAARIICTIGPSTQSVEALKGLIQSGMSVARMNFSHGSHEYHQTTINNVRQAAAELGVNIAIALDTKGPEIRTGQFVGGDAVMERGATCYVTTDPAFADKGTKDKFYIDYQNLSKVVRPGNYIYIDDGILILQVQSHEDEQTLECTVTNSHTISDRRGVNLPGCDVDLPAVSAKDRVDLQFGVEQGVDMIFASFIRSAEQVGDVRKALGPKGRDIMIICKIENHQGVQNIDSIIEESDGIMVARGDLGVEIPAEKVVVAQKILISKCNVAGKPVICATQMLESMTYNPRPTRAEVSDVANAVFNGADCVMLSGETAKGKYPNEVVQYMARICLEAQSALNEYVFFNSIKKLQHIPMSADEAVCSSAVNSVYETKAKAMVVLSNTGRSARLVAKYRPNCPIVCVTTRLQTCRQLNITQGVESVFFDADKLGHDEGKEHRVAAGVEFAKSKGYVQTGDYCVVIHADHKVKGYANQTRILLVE
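Screened at intermediate enzyme activity to detect both inhibitors and activators: LmPK at 0.1 nM, with a 0.5 nM enzyme column as activation reference. PEP 0.5 mM, ADP 0.1 mM; ATP detected by luminescence after 1 h.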
AMA1-RON2 inh: inhibitors of Plasmodium falciparum AMA1-RON2 interaction. AID 720542. Potency, µM (top dose mostly 58.2 µM), inactives show top-dose activity change, negative = inhibition, usual class: inhibitors. AlphaScreen AMA1-biotinylated RON2 peptide binding. 360,000 tested, 0.2% active;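 note: potency is the fitted concentration of half-maximal effect; 0% = vehicle wells and -100% = peptide control; nearly all actives have a fitted effect of over 45% in size; some results filed as inactive show a strong effect at the top dose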
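AMA1 (3D7) with his tag at 25 nM final met compounds first, then biotinylated RON2 peptide at 25 nM; detection used donor plus acceptor beads, 10 µg/mL apiece, read by AlphaScreen after 30 min at room temperature.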
Pf growth 48h: inhibits P. falciparum growth in the first generation, 48 h. Potency, µM (series often up to 28.7 µM), for the others: at the top dose activity change, negative = inhibition, hits mostly inhibitors. P. falciparum luciferase growth in erythrocytes, 48 h. 310,000 tested, 5.9% active; note: potency is the fitted concentration of half-maximal effect; % is set by controls: 0 for no effect and ±100 for the full control effect
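Luciferase-expressing P. falciparum in infected erythrocytes (2% hematocrit, 0.1% parasitemia final) in RPMI 1640/0.5% Albumax were exposed to compound for 48 hours at 37 C, 5% CO2; growth read as luminescence.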
An asterisk follows results filed as active; i = inactive; ? = inconclusive; . = not tested or not shown; & = joins results of further samples; [ ] = another dose, or the depositor's remark. Unless noted, calls come from the whole dose curve; as a rule, active = well fitted curve in the direction sought with a large enough effect; inconclusive = small, poorly fitted or top-dose-only effect, or another doubt; inactive = no such curve, though single readings can be large; an effect the other way counts as inactive or inconclusive.

no.	SMILES	Shiga toxin inh	TbPYK inhibitor	Pf growth 96h	Cycloheximide cs	LmPK inh	AMA1-RON2 inh	Pf growth 48h
1	CC(Oc1ccc2ccc(=O)oc2c1)C(=O)c1ccccc1 (configuration not stated)	10	0%	134%[activator]	8	0%	10%	22%
2	CCOC(=O)C1(Cc2cccc(OC)c2)CCCN(C(=O)CNC(C)=O)C1 (configuration not stated)	.	-1%	-6%	38*	3%	-6%	1%
3	O=C(c1cccc(Cl)c1)N1CCN(c2ncnc3c2cnn3-c2ccccc2)CC1	-3	3%	9%	-4	3%	14%	?
4	Cn1c(Cn2c(=O)sc3ccccc32)nnc1SCC(=O)N1CCCCCC1	2	-3%	?	-3	0%	-1%	1%
5	COC(=O)c1cc(NC(=O)c2cccc(Cl)c2)c(=O)oc1/C=C/Nc1cc(C)cc(C)c1	57*	.	44%[activator]	16	8%	.	i
6	Cc1ccc(C(=O)O/N=C/c2c(N3CCOCC3)n(C)c3ccccc23)cc1	-8	-5%	3.3µM*	-3	-2%	69%[activator]	?
7	CC(C)c1cc(=O)[nH]c(N2CCN(Cc3ccc4c(c3)OCO4)CC2)n1	.	-3%	2%	-2	0%	-9%	27%
8	Cc1csc(NC(=O)c2ccc(OCC3CCCO3)cc2)n1 (configuration not stated)	39	-8%	108%[activator]	14*	-7%	2%	i
9	COc1ccc(C2=CC(=O)CC(c3ccccc3)C2)cc1 (configuration not stated)	14	-2%	17%	11	2%	1%	-25%
10	Cc1ccc(-c2nnn(CC(=O)N(Cc3ccccc3)C(C(=O)NC(C)(C)C)c3ccncc3)n2)o1 (configuration not stated)	-6	1%	0%	-2	11%	-13%	?
11	O=C(CCNS(=O)(=O)c1ccc(Br)cc1)NCc1ccc(Cl)cc1	-5	5%	-27%	11	-3%	9%	17%
12	Cc1ccc2c(c1)NC(=O)c1cccnc1N2	97	-9%	i	51*	-24%	-7%	215%[activator]
13	CS(=O)(=O)C1=NSC2=NC(=O)/C(=C\c3ccc(-c4ccccc4)o3)C(=N)N21	13	.	?	-2	-1%	.	4%
14	O=C(N/N=C/c1ccc(Br)s1)c1ccncc1	-8	-2%	?	13	2%	10%	?
15	O=C(CSCc1ccc([N+](=O)[O-])cc1)N/N=C/c1ccncc1	-14	12%	-18%	-7	1%	17%	?
16	O=C(NCC(=O)N(c1cccc(F)c1)C(C(=O)NCC1CCCO1)c1ccccc1)c1ccco1 (configuration not stated)	-11	2%	?	-10	3%	2%	7%
17	COc1ccc(OC)c(S(=O)(=O)ON2C(=O)c3ccccc3C2=O)c1	6	-28%	2.9µM*	8	?	3%	42%[activator]
18	C/C(=N\NC(=O)c1c([N+](=O)[O-])c(C)nn1C)c1ccc(NC(=O)C2CCCC2)cc1	-27	1%	-20%	-2	-7%	-7%	-8%
19	CC[N+](CC)(CC#Cc1ccccc1)CC#Cc1ccccc1	15	0%	?	-2	0%	-12%	1.5µM*
20	COc1ccccc1NC(=O)C(C)NC(c1ccccc1)c1ccccc1 (configuration not stated)	-5	-7%	8.3µM*	-3	-5%	8%	13µM*
21	CCOc1cc(CNC)ccc1OCC(=O)NC(C)(C)C	8	-2%	272%[activator]	-5	1%	-5%	-2%
22	Cc1csc(SCc2ccccc2C(=O)O)n1	16	5%	0%	-1	5%	3%	18%
23	COc1ccc(NC(=O)CN(C)C(=O)c2ccccc2OCC(=O)Nc2cccc(C(F)(F)F)c2)cc1	.	-3%	-2%	.	.	-5%	12%
24	Clc1ccc(CSc2nnc(-c3cccnc3)n2Cc2ccco2)c(Cl)c1	-16	-15%	?	-1	1%	-17%	0%
25	O=C(CSc1nnc(NC(=O)C2CCC2)s1)Nc1ccccc1	2	2%	-20%	-2	0%	3%	5%
26	O=S1(=O)N(Cc2ccccc2F)CCCN1Cc1c(F)cccc1Cl	20	-3%	-5%	-2	-1%	29%	10%
27	C=CCNC(=S)Nc1ccc(Cl)c(S(=O)(=O)N2CCOCC2)c1	-13	-4%	-1%	5	1%	0%	8%
28	O=C1c2ccccc2C(=O)c2c1oc(C(F)(F)F)c2C(=O)c1ccccc1	30	-9%	0.13µM*	24*	0%	?	?
29	CC(C)NS(=O)(=O)c1ccc(OCC(=O)N(C)Cc2ccccc2)cc1	-8	-8%	.	-1	1%	5%	-5%
30	C=C(CC1([C@@H](NP(=O)(c2ccccc2)c2ccccc2)[C@H]2C[C@@H]2CCCC)CC1)c1ccccc1	-10	2%	9.3µM*	1	3%	-11%	5.9µM*
31	O=C(NC(=S)Nc1ccc(Cl)cn1)c1cccs1	99*	-3%	?	63*	1%	0%	465%[activator]
32	O=C(CSc1nnc(-c2cccnc2)o1)NNC(=O)c1ccc(Br)cc1	-13	7%	18%	-3	12%	155%[activator]	39%[activator]
33	COC(=O)[C@@]12CCCN1[C@H](c1ccc(-c3ccc(OC)cc3)c(OC)c1)[C@@H]1C(=O)N(C)C(=O)[C@@H]12	.	0%	12µM*	.	.	-9%	13µM*
34	Cc1ccc(C)c(NC(=O)COC(=O)CSc2ccccc2)c1	.	-8%	-20%	.	.	8%	-3%
35	CCCCNS(=O)(=O)c1ccc(NC(=O)c2cccs2)cc1	10	-3%	16%	13	-3%	57%[activator]	?
36	CCN(CC)C(=O)CC(c1ccc(N(C)C)cc1)c1c(OC)cc(OC)c2ccc(=O)oc12 (configuration not stated)	16&-3	-25%	10µM*	-4&-2	3%	-12%	8.3µM*
37	O=C(CNS(=O)(=O)c1ccc(Br)s1)NCc1ccccc1	-9	0%	-13%	2	2%	6%	6%
38	O=C(CSC1=NC2(CCCCC2)N=C1c1ccccc1)Nc1ccc2c(c1)OCCO2	19	8%	?	7	11%	0%	10µM*
39	Cc1noc(C)c1COc1ccccc1C(=O)NNC(=O)c1ccccc1F	.	1%	?	.	.	8%[11.6 µM]	?
40	COCCn1c(C)cc(/C=C2/NC(=O)N(Cc3ccc(C)cc3)C2=O)c1C	48	-6%	?	12	0%	-10%	?
41	COC(=O)Nc1ccc(S(=O)(=O)NC2CCS(=O)(=O)C2)cc1 (configuration not stated)	-1	2%	?	0	0%	12%	0%
42	Cc1cccc(N2CCN(C(=O)CCNC(=O)Cn3ccc4ccccc4c3=O)CC2)c1C	-12	12%	46%[activator]	1	1%	-4%	9%
43	O=C(/C(=C/c1ccc(Cl)cc1)c1nc2ccccc2[nH]1)c1cccs1	47	-4%	.	62*	-2%	57%[activator]	1.7µM*
44	COc1ccc(/C=N/n2c(C3CCCCC3)n[nH]c2=S)c(OC)c1	-8	-21%	?	-2	-22%	55%[activator]	?
45	O=C1NC(=S)N(C(=O)c2ccc(F)cc2)/C1=C/c1ccccc1	21	2%	0%	14*	3%	2%	4%
46	Cc1cc(Nc2cccc(C)c2C)n2nc(C)nc2n1	-3	-1%	-27%	-2	-2%	-1%	29%
47	CCn1c(SCC(=O)Nc2ccc(OC)cc2)nc2c(c1=O)SCC2	-3	0%	?	10	6%	-1%	-28%
48	CCOC(=O)c1c(NC(=O)c2ccccc2)sc2c1CCc1ccccc1-2	-3	-27%	?	-4	8%	11%	-3%
49	COc1ccc(C(=O)Nc2ccc3oc(-c4cccc(F)c4)nc3c2)cc1OC	5	-2%	?	-4	6%	21%	.
50	Cc1cc(NC(=O)C2CC(=O)N(c3ccc(Cl)cc3)C2)no1 (configuration not stated)	-6	5%	16%	5	0%	9%	-9%

New compounds follow:
no.	SMILES	Shiga toxin inh	TbPYK inhibitor	Pf growth 96h	Cycloheximide cs	LmPK inh	AMA1-RON2 inh	Pf growth 48h
51	COc1ccc(-c2ccc3c(N)c(C(=O)c4cccc(OC)c4)sc3n2)cc1	60	?	39%[activator]	12	9%	2%	.
52	Cn1c(N)c(C(=O)COC(=O)CSc2cccc3cccc(Cl)c23)c(=O)n(C)c1=O	-13	-15%	17%	4	0%	-12%	4%
53	COc1ccc(C)cc1Nc1n[n+](-c2ccccc2)c(-c2c(Cl)cccc2Cl)s1	12	-11%	7.4µM*	3	-1%	?	10µM*
54	Cc1ccccc1-c1nnc(NC(=O)c2ccc(N3C(=O)CCC3=O)cc2)s1	-14	1%	9.3µM*	1	2%	12%	-26%
55	CC(C)(C)OC(=O)CN1C(=O)NC2(CCCc3ccccc32)C1=O (configuration not stated)	-4	2%	-32%	-2	0%	28%	?
56	COc1ccc2cc3c(N)nn(C(=O)c4ccc(Cl)c([N+](=O)[O-])c4)c3nc2c1	-17	9%	11%	-3	3%	2%	-25%
57	O=C(c1ccco1)N1CCN(CC(O)COc2ccc(Br)cc2)CC1 (configuration not stated)	-12	2%	-1%	2	6%	-2%	22%
58	CC(C)c1ccc(OCC(O)CNC(C)c2ccccc2)cc1 (configuration not stated)	5	1%	?	-2	5%	10%	4.7µM*
59	O=C(OCC(=O)N1CCOCC1)c1cccc(S(=O)(=O)Nc2ccc(F)cc2)c1	.	17%	5%	.	.	6%	?
60	CCOC(=O)C1CCCN(C(=O)c2cccs2)C1 (configuration not stated)	-2	3%	.	0	1%	-7%	-3%
61	CNC(=O)c1ccc(NC(=O)c2ccc3c(=O)n4c(nc3c2)CCC4)cc1	.	4%	?	.	.	-4%	-3%
62	Cc1cc(N2C(=O)NC(=O)CC2C)c(C)cc1C(C)C (configuration not stated)	-3	4%	-18%	-4	1%	0%	12%
63	c1ccc(-c2[nH]c(-c3ccccc3)[n+](CC3CO3)c2-c2ccccc2)cc1 (configuration not stated)	28	-6%	10µM*	50*	3%	?	?
64	Cc1ccc2c(C)nc(Nc3nc(CSc4nc5ccccc5[nH]4)cc(=O)[nH]3)nc2c1	-8	1%	?	-2	6%	10%	10µM*
65	COc1ccc(-c2noc(C3CCCN(C(=O)Nc4ccccc4F)C3)n2)cc1 (configuration not stated)	24	4%	?	38*	9%	-2%	73%[activator]

Profiles, quoted from the list:
CC(C)(C)OC(=O)CN1C(=O)NC2(CCCc3ccccc32)C1=O (configuration not stated) reads Shiga toxin inh: -4; TbPYK inhibitor: 2%; Pf growth 96h: -32%; Cycloheximide cs: -2; LmPK inh: 0%; AMA1-RON2 inh: 28%; Pf growth 48h: ?
COc1ccc2cc3c(N)nn(C(=O)c4ccc(Cl)c([N+](=O)[O-])c4)c3nc2c1 reads Shiga toxin inh: -17; TbPYK inhibitor: 9%; Pf growth 96h: 11%; Cycloheximide cs: -3; LmPK inh: 3%; AMA1-RON2 inh: 2%; Pf growth 48h: -25%
